DNMT1 inh = human DNMT1 methyltransferase inhibitors, primary screen, biochemical, molecular beacon, fluorescence, HinP1I cleavage, uHTS; DNA (cytosine-5)-methyltransferase 1 (Homo sapiens), P26358; inhibition (reported as % activation of signal), % at 10 µM; 360,000 tested, 0.83% active; in the data active means inhibition above about 50%
Target sequence (P26358 504-1616 limits assumed): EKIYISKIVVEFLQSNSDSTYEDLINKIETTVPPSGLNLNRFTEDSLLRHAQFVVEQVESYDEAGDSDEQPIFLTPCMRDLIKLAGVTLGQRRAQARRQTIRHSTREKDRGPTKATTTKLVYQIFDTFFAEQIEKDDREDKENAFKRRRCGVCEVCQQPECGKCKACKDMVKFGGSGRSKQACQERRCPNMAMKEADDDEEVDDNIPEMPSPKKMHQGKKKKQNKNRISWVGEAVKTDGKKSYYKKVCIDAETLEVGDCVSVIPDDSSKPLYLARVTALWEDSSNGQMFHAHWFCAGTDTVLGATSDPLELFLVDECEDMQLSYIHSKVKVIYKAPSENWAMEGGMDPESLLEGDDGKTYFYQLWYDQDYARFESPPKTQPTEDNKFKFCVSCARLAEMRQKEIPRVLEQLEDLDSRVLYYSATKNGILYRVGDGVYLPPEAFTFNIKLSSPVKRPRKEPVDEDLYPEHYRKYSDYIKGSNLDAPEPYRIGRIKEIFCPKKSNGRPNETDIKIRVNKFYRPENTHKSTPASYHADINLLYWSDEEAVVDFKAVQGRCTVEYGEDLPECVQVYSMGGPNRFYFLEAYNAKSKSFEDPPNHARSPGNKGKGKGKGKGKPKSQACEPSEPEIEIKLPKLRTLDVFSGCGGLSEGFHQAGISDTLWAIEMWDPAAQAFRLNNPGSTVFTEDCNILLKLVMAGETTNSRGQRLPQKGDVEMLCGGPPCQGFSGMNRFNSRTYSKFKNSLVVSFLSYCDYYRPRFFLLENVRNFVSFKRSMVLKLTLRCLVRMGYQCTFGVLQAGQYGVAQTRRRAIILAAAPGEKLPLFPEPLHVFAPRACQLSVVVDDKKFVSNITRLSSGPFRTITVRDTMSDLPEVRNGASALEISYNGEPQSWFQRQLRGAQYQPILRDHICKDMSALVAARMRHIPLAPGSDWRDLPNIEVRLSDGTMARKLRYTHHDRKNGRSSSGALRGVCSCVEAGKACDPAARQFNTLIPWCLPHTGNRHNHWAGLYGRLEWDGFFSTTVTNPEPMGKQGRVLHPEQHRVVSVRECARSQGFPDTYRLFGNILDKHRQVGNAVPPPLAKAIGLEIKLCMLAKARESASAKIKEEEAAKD
SUMO1-SIM PPI = modulators of SUMO1 protein-protein interactions, primary screen, biochemical, uHTS; Small ubiquitin-related modifier 1 (Homo sapiens), P63165; SUMO1 binding to a labelled peptide, TR-FRET, 1 h; inhibition, % at 20 µM; 360,000 tested, 0.33% active; in the data active means inhibition above about 37%
LMPTP inh = LMPTP phosphatase inhibitors, primary screen, biochemical, fluorescence intensity, uHTS; recombinant LMPTP-A, OMFP fluorogenic substrate; inhibition, % at 20 µM; 360,000 tested, 0.22% active;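 active means compounds that cut the enzyme signal by at least half of the control window in the single-dose screen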;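 further: plate controls were DMSO wells with enzyme plus substrate for no effect and substrate without enzyme for full effect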
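Test system: LMPTP-A phosphatase enzyme; input: 0.625 nM LMPTP-A final; reagent: OMFP substrate, 400 µM final; compound dosing: 20 µM single dose, 3% DMSO; incubation: 50 min dark incubation at room temperature; measured by: endpoint fluorescence intensity from OMFP dephosphorylation; measure: % inhibition relative to no-enzyme and uninhibited control wells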
MT1-MMP act inh = blockers of MT1-MMP proenzyme processing, primary screen, HT1080 RFP-PRO-GFP cells, GFP/RFP fluorescence | GFP/RFP ratio fluorescence, overnight; percent of plate control window, DMSO zero | GFP/RFP ratio change, % at 20 µM | 360,000 tested, 0.061% active;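 active means GFP/RFP ratio change of at least 30% with cell ATP level not reduced by more than half and red fluorescence within 50% of control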; further: strong numbers were not always called active
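Material: RFP-PRO-GFP reporter HT1080 cells. Dosing: single-point 20 µM compound, 1% DMSO. Controls: DMSO and RFP-L50D-GFP cell wells. Timing: cells overnight before dosing, compound overnight, 37 °C, 5% CO2. Measure: GFP/RFP fluorescence ratio.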
Rpn11 block = Rpn11 (PSMD14) deubiquitinase inhibitors, primary screen, biochemical, fluorescence polarization, uHTS | 26S proteasome non-ATPase regulatory subunit 14 (Homo sapiens), O00487 | human 26S proteasome, Ub4-pepOG fluorescence polarization; 20S core pre-blocked with epoxomicin | calls only at 20 µM | 360,000 tested, 0.59% active | AID 588493, 2011;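 active means inhibition at 20 µM, scaled to each plate's controls, above about 33%, limit read from the data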
SKN-1 block = suppressors of acrylamide-induced Pgst-4::GFP reporter in worms, primary screen, SKN-1 inhibitor project, whole organism, uHTS, GFP/RFP fluorescence ratio, strain VP596; C. elegans VP596 Pgst-4::GFP/RFP ratio, 24 h; inhibition, % at 21.8 µM; 360,000 tested, 0.49% active; AID 624304, 2012;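 active means interference check ratio from 0.5 to 1.5 plus GFP to RFP signal ratio inhibition reaching or exceeding a fixed threshold, cut at about 30% in these data, passing the limit was not always enough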; further: some compounds called inactive have numbers as strong as hits
NRP1-CendR mod = modulators of CendR peptide binding to NRP-1, primary screen, biochemical, fluorescence polarization, uHTS. inhibition, % at 25 µM. 360,000 tested, 0.85% active. Neuropilin-1 (Homo sapiens), O14786. FAM-RPARPAR peptide binding to NRP-1;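 active means inhibition or corrected inhibition above about 18%, plus a signal ratio from 0.5 to 1.5, limit read from the data, passing the limit was not always enough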; further: strong numbers were not always called active
Scp-1 inhibitor = Scp-1 phosphatase inhibitors, primary screen, biochemical, colorimetric, uHTS | inhibition, % at 20 µM | AID 493091, 2011 | Carboxy-terminal domain RNA polymerase II polypeptide A small phosphatase 1 (Homo … | Recombinant Scp1, phosphopeptide, malachite green phosphate absorbance | 340,000 tested, 0.88% active;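 active means inhibition above about 50% at 20 µM, limit read from the data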;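 further: plate controls were DMSO wells with enzyme for no effect and wells lacking enzyme for full effect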
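Times: enzyme reaction 45 min at room temperature, colour 5 min, stabilisation 30 min. Material: SCP-1 catalytic fragment, aa 76-261. Medium: Acidic Tris acetate buffer with magnesium and detergent. Signal: colorimetric free-phosphate detection, absorbance 630 nm. Read-out basis: % inhibition of SCP-1 phosphate liberation. Reagent: Phosphorylated 17-residue peptide substrate.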
STEP inh = STEP phosphatase inhibitors, primary screen, biochemical, fluorescence intensity, uHTS; 360,000 tested, 0.25% active; recombinant STEP, OMFP fluorogenic substrate; Tyrosine-protein phosphatase non-receptor type 5 (Homo sapiens), P54829; inhibition, % at 20 µM;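 active means inhibition at 20 µM, scaled per plate between control wells, above about 37%, limit read from the data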;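 further: 0% = DMSO with enzyme and substrate and 100% = substrate only without enzyme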
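material = STEP tyrosine phosphatase | reagent = fluorogenic phosphatase substrate OMFP at 25 µM final | doses = single compound dose of 20 µM, 1% DMSO final | schedule = 20 min reaction, room temperature, in the dark | measured by = fluorescence, 480/540 nm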
NadD block = inhibitors of S. aureus NadD, primary screen, biochemical, colorimetric, uHTS; inhibition, % at 20 µM; purified NadD enzyme, colorimetric absorbance read-out; 360,000 tested, 0.78% active; AID 602399, 2012; Nicotinate-nucleotide adenylyltransferase NadD (Staphylococcus aureus N315); in the data active means inhibition above about 26%; further: some compounds past the cut are filed as inactive
The depositor's hits bear a star; i = inactive; x = no result given; & = joins results of further samples.

(1) O=C(CSc1nnc(C2CC2)n1-c1ccccc1)NCCc1ccccc1
(2) COc1ccc(NS(=O)(=O)c2cc(NC(=O)c3ccc(=O)[nH]c3)ccc2N2CCOCC2)cc1
(3) COc1ccc(CCNC(=O)C2CCN(S(C)(=O)=O)CC2)cc1OC
(4) COc1ccc2c(c1)[nH]c1c(=O)n(CCc3cnc[nH]3)cnc12
(5) N#CC(=C1CCCC1)c1nc(-c2ccc(Cl)cc2)cs1

screen / no.,1,2,3,4,5
DNMT1 inh,3,1,2,-10,-3
SUMO1-SIM PPI,-2,6,-3,5,-1
LMPTP inh,-1.1,2.2,-2.5,-6.9,0.9
MT1-MMP act inh,1,1,-1,12,0
Rpn11 block,i,i,i,i,i
SKN-1 block,-25,1,5,6,-17
NRP1-CendR mod,-1,-8,-9,-2,-6
Scp-1 inhibitor,3,1,-4,-7,-11
STEP inh,-1,1,-2,0,4
NadD block,1,2,-5,3,6

Copied from the list:
cpd 3 in SKN-1 block shows 5
cpd 1 in MT1-MMP act inh shows 1

Going on with the list:
(6) CC(=O)NC12CC3CC(C1)CC(C(=O)N(C)CC(=O)Nc1ccc(F)c(F)c1F)(C3)C2
(7) CCCNc1nc(Nc2ccc(C)c(Cl)c2)c2cnn(C)c2n1
(8) Cc1ccccc1N1CC(C(=O)N2CCCCCC2)CC1=O (stereo not drawn)
(9) CCOc1ccc(CN2C(=O)c3ccccc3Sc3ccc(C(=O)NCCCN4CCOCC4)cc32)cc1
(10) CC(=O)c1cc(NC(=O)c2ccc(C)cc2)c(=O)oc1C

screen / no.,6,7,8,9,10
DNMT1 inh,1,-2,0,-7,3
SUMO1-SIM PPI,2,-32,-7,1,-4
LMPTP inh,-0.8,2.5,0.9,-4.5,-1.3
MT1-MMP act inh,-2,-20,0,-1,-2
Rpn11 block,i,i,i,i,i
SKN-1 block,3,12,12,1,-18
NRP1-CendR mod,-5,7,-9,4,-48
Scp-1 inhibitor,-4,3,-7,-1,-2
STEP inh,-1,-2,0,0,0
NadD block,-4,-9,-1,-5,1

(11) O=C(COc1ccc2c(-c3ccccc3)cc(=O)oc2c1)NCC1CCC(C(=O)O)CC1 (stereo not drawn)
(12) Nc1nc(-c2ccc(C(=O)O)cc2)cs1
(13) O=S(=O)(/N=C(/Nc1cccc2ccccc12)c1ccccc1)c1ccccc1
(14) O=C(CN1C(=O)c2cccc3cccc1c23)NCC1CCCO1 (stereo not drawn)
(15) COC(=O)/C=C1\NC(=O)C(C)S1 (stereo not drawn)

screen / no.,11,12,13,14,15
DNMT1 inh,5,2,0,0,-2
SUMO1-SIM PPI,-11,0,0,-12,0
LMPTP inh,-2.2,-0.6,0.7,0.0,0.4
MT1-MMP act inh,4,-1,1,1,-8
Rpn11 block,i,i,i,i,i
SKN-1 block,13,0,18,-15,1
NRP1-CendR mod,-6,-10,-2,-3,-9
Scp-1 inhibitor,15,-7,-7,-2,-3
STEP inh,-3,-2,-2,-2,2
NadD block,0,-8,-7,1,4

(16) Cn1cncc1COC(=O)c1ccc(Cl)cc1
(17) CC(=O)N/C(=C\c1ccccc1)C(=O)OCC(=O)N1CCCCCC1
(18) COc1ccc(Nc2ccc3ccccc3c2)cc1
(19) Cc1nc2oc3ccc(F)cc3c(=O)c2cc1C(=O)O
(20) COc1ccc(CN(C)C(=O)c2cccc(S(=O)(=O)N3CCc4ccccc43)c2)c(OC)c1

screen / no.,16,17,18,19,20
DNMT1 inh,-9,7,5,0,-10
SUMO1-SIM PPI,-4,-1,-7,-12,0
LMPTP inh,-1.8,0.0,0.2,-1.4,2.5
MT1-MMP act inh,7,0,3,-11,1
Rpn11 block,i,i,i,i,i
SKN-1 block,-7,-8,26,3,-7
NRP1-CendR mod,2,4,8,1,-7
Scp-1 inhibitor,7,2,-10,1,-3
STEP inh,-4,-1,-3,-1,-1
NadD block,-3,5,3,-10,-8

Some entries already given, showing only Scp-1 inhibitor, DNMT1 inh and SKN-1 block.
entry | mol | Scp-1 inhibitor | DNMT1 inh | SKN-1 block
18 | COc1ccc(Nc2ccc3ccccc3c2)cc1 | -10 | 5 | 26
19 | Cc1nc2oc3ccc(F)cc3c(=O)c2cc1C(=O)O | 1 | 0 | 3
20 | COc1ccc(CN(C)C(=O)c2cccc(S(=O)(=O)N3CCc4ccccc43)c2)c(OC)c1 | -3 | -10 | -7

Additional compounds follow.
(21) Cc1cc2cc(C)c(NCCNC(=O)c3ccccc3)nc2cc1C
(22) O=C(N/N=C\c1ccc(CN(Cc2ccc(Cl)cc2)S(=O)(=O)c2ccccc2)o1)C(=O)Nc1ccc(F)cc1
(23) O=C(Nc1ccccc1Cl)c1cc(C2CCCCN2C(=O)CCCc2ccccc2)on1 (stereo not drawn)
(24) COc1cccc(N2CC(C(=O)NCc3n[nH]c(=O)c4ccccc34)CC2=O)c1 (stereo not drawn)
(25) CC(=O)c1ccc(S(=O)(=O)NCCC(=O)NCCc2c[nH]c3ccccc23)cc1

screen / no.,21,22,23,24,25
DNMT1 inh,-3,10,-7,3,-23
SUMO1-SIM PPI,5,-2,7,-1,0
LMPTP inh,1.4,0.8,5.7,-0.6,0.5
MT1-MMP act inh,0,3,-4,2,4
Rpn11 block,i,i,i,i,i
SKN-1 block,5,24,-7,2,-9
NRP1-CendR mod,1,0,3,-9,-12
Scp-1 inhibitor,-2,-17,x,-1,-5
STEP inh,5,6,-2,2,-2
NadD block,-3,19,3,-3,-1

(26) Cc1ccc(NC(=O)c2sc3nc4c(c(-c5ccco5)c3c2N)CCC4)cc1
(27) O=C(O)CC1CCC(=C(Cl)Cl)C1 (stereo not drawn)
(28) COC(=O)C(Cc1ccccc1)NS(=O)(=O)c1ccccc1Br (stereo not drawn)
(29) C=CCSc1nc(Cc2ccc(Cl)cc2)nc2ccccc12
(30) Cc1cccc(CCNC(=O)C2CCC(=O)N(Cc3ccc(Cl)cc3)C2)n1 (stereo not drawn)

screen / no.,26,27,28,29,30
DNMT1 inh,-14,25,1,-4,-1
SUMO1-SIM PPI,9,3,14,-1,6
LMPTP inh,0.6,-0.9,-0.2,1.4,-1.4
MT1-MMP act inh,-35,6,0,-8,-3
Rpn11 block,i,i,i,i,i
SKN-1 block,-11,3,6,1,-5
NRP1-CendR mod,-53,7,5,2,0
Scp-1 inhibitor,-5,26,-8,10,-2
STEP inh,1,2,-4,0,-5
NadD block,31*,1,-2,16,1

(31) CCOC(=O)NC(=O)CSc1nc(-c2ccc(C)c(C)c2)cn1-c1ccccc1
(32) CC1(C)CC(=O)N(CC(=O)NCc2ccccc2)c2ccccc2S1(=O)=O
(33) CCCCOc1ccc(Cc2c(O)nc(SC)[nH]c2=O)cc1
(34) COCCCN1C(=O)C(CC(=O)NC(c2ccccc2)c2ccccc2)CC(C(=O)N2CCOCC2)=C1C (stereo not drawn)
(35) COc1ccc(CCNC(=O)Nc2nnc([C@H]3C[C@H](O)[C@@H](CO)O3)s2)cc1OC

screen / no.,31,32,33,34,35
DNMT1 inh,5,1,4,11,6
SUMO1-SIM PPI,0,4,7,3,6
LMPTP inh,3.2,-0.5,0.0,-1.9,-1.2
MT1-MMP act inh,-6,2,3,-3,-3
Rpn11 block,i,i,i,i,i
SKN-1 block,2,-1,-6,0,3
NRP1-CendR mod,-2,4,5,-2,-4
Scp-1 inhibitor,1,3,-7,x,x
STEP inh,0,0,-1,1,-2
NadD block,4,3,-6,9,-3

(36) CCCn1c(N)c(C(=O)COc2ccc(Br)cc2F)c(=O)n(C)c1=O
(37) CCCCCCSc1cccc(-c2nc3ccccn3c2NCc2ccccc2)c1
(38) CCOc1cc(-c2ccccc2)nc(N)n1
(39) CC1CCCCC1NC(=O)c1cccc(N2C(=O)C3C4C=CC(C4)C3C2=O)c1 (stereo not drawn)
(40) COc1ccc(C(=O)NNC(=O)C2CC=CCC2)cc1 (stereo not drawn)
(41) Cn1nc(C(C)(C)C)cc1C(=O)N1CCCCC1c1cc(C(=O)Nc2ccc3c(c2)OCO3)no1 (stereo not drawn)
(42) COc1ccc(-c2csc(NC(=O)CCNC(=O)c3ccco3)n2)cc1

screen / no.,36,37,38,39,40,41,42
DNMT1 inh,0,2,2,1,-3,-8,2
SUMO1-SIM PPI,5,-2&12,-2,1,-3,0,-3
LMPTP inh,-0.1,4.3&5.9,-1.6,-0.7,-0.5,0.3,0.3
MT1-MMP act inh,2,-1&-1,2,-2,1,0,0
Rpn11 block,i,i,i,i,i,i,i
SKN-1 block,23,5&-6,5,2,9,-12,-4
NRP1-CendR mod,8,4&-6,6,1,12,8,6
Scp-1 inhibitor,-5,12,-2,-11,-2,x,x
STEP inh,5,1,1,5,0,2,-1
NadD block,0,-4&5,-1,-2,-4,4,-5

One compound at a time (already shown). Screens in order: DNMT1 inh	SUMO1-SIM PPI	LMPTP inh	MT1-MMP act inh	Rpn11 block	SKN-1 block	NRP1-CendR mod	Scp-1 inhibitor	STEP inh	NadD block
`CCCn1c(N)c(C(=O)COc2ccc(Br)cc2F)c(=O)n(C)c1=O` reads 0	5	-0.1	2	i	23	8	-5	5	0
`COC(=O)C(Cc1ccccc1)NS(=O)(=O)c1ccccc1Br` (stereo not drawn) reads 1	14	-0.2	0	i	6	5	-8	-4	-2

High-throughput results from PubChem BioAssay.
